GPR55 beta-arrestin: GPR55 agonists via beta-arrestin recruitment, primary screen, imaging, U2OS cells, beta-arrestin-GFP redistribution (AID 1961); activation, % at 10 µM, or EC50 in µM where a hit was titrated; U2OS GPR55 beta-arrestin-GFP redistribution imaging; higher % means a stronger effect; hit rate 0.048% among 290,000;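 active means activation above 40% with more than 50 cells counted in the well; inconclusive means wells holding fewer than 50 cells, flagged as toxic or sparse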;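 further: U2OS osteosarcoma cells stably expressing GPR55 and beta-arrestin-GFP; plate controls were DMSO negative control for no effect and LPI positive control for full effect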
PhoP inhibition: inhibitors of PhoP regulon expression, primary screen, Salmonella Typhimurium, GFP reporter (AID 1863); S. Typhimurium PhoP-regulated promoter GFP reporter, 4 h; higher % means a stronger effect; inhibition, % at 50 µM, or IC50 in µM where a hit was titrated; hit rate 0.16% among 300,000;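 active means inhibition over 29.93%, a cutoff 3 SD above the screen mean, later confirmed by dose response; inconclusive means inhibition over 29.93% but no dose response follow-up; inactive means inhibition at most 29.93% or unconfirmed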;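 further: 0% = low Mg2+ inducing control and 100% = high Mg2+ repressing control; strong numbers were not always called active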
NTR1 agonist: agonists of NTR1, primary screen, imaging, U2OS cells, beta-arrestin-GFP, high content (AID 493036); P30989; NTR1-U2OS beta-arrestin-GFP spot imaging, agonist mode; activation, % at 20 µM; hit rate 0.17% among 330,000;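 active means activation at or above 40% of the spot to cytoplasm intensity ratio, with at least 20 cells analyzed; inconclusive means wells under 20 cells, flagged as cytotoxic or low count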;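 further: 0% = DMSO without peptide and 100% = 100 nM NTR1 peptide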
Target sequence (P30989 whole entry, looked up): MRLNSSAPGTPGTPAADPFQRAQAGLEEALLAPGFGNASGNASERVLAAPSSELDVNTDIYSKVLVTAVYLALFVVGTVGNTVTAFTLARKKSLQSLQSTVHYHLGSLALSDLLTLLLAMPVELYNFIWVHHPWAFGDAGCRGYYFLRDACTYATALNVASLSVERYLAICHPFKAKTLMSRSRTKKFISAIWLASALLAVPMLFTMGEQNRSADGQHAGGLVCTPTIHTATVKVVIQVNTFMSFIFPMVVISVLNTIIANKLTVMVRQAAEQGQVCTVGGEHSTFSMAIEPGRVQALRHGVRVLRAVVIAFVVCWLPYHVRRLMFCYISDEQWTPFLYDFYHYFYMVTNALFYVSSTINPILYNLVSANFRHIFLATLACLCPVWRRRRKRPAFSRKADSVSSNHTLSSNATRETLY
T cell modulator: T cell immune modulators affecting CD8 T cell-vesicle binding; 2C CD8+ T cell-vesicle binding, flow cytometry; active compounds read low; calls only at 7 µM; hit rate 0.068% among 330,000; AID 2052;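 active means response, share of CD8 T cells binding vesicles, and their 90th percentile fluorescence all below set limits, cut at about 80% in these data, passing the limit was not always enough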
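Incubation: binding step 1.5 h, 37 °C, antibody labelling 20 min, ice; system: murine 2C transgenic CD8+ T lymphocytes; technique: cytometric PE anti-B7-1 and Alexa647 anti-CD8 signals after 1% paraformaldehyde fixation; also added: QL9-charged Drosophila Ld/ICAM-1/B7-1 vesicles; control set: naked versus QL9-loaded vesicles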
KOR beta-arrestin-1: KOR antagonists, beta-arrestin recruitment, cell-based, luminescence, uHTS (AID 1778) | KOR beta-arrestin recruitment, luminescence, antagonist mode; higher % means a stronger effect | inhibition, % at 10 µM; hits with a dose series show IC50 in µM | hit rate 0.091% among 290,000; in the data active means inhibition above about 50%; further: strong numbers were not always called active
GPR35 arrestin U2OS: GPR35 antagonists blocking zaprinast-driven arrestin recruitment, primary screen, imaging, U2OS, beta-arrestin-GFP, zaprinast agonist (AID 2058); U2OS GPR35 beta-arrestin-GFP translocation imaging, zaprinast antagonism; higher % means a stronger effect; inhibition, % at 10 µM; hits with a dose series show IC50 in µM; hit rate 0.052% among 290,000;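 active means inhibition of at least 50% with at least 30 cells and total cytoplasm GFP at most 10,000,000; inconclusive means under 30 cells or total GFP of 10,000,000 plus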
GPR55 LPI antagonism: inhibition of LPI-stimulated GPR55 beta-arrestin translocation – imaging, U2OS, beta-arrestin-GFP, LPI agonist, primary screen (AID 2013); one-dose inhibition, % at 10 µM; IC50 in µM for titrated hits; U2OS GPR55 beta-arrestin-GFP translocation imaging, LPI antagonism; higher % means a stronger effect; hit rate 0.13% among 290,000;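 active means spots per cell inhibited over 60%, with over 100 cells counted and total cytoplasm intensity under 500,000; inconclusive means wells with under 100 cells, flagged as likely toxic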;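 further: U2OS cells stably carrying GPR55 and arrestin-GFP stimulated by 5 µM LPI near EC80; imaged beta-arrestin-GFP aggregate spots per cell after agonist stimulation; plate controls were LPI-stimulated DMSO wells for no effect and DMSO wells without LPI for full effect; some results filed as inactive read as strong as hits; confirmed hits need IC50 under 10 µM and bright autofluorescent wells are also inconclusive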
KOR beta-arrestin-2: kappa opioid receptor activators – cell-based, luminescence, uHTS, primary screen (AID 1777). activation, % at 10 µM; hits with a dose series show EC50 in µM. hit rate 0.02% among 280,000. KOR beta-arrestin recruitment, luminescence; higher % means a stronger effect; in the data active means activation above about 50%, passing the limit was not always enough; further: a part of the inactive calls stands beside numbers as strong as those of hits
West Nile antiviral: West Nile virus antiviral activity, cell-based, CPE readout (AID 1621) | West Nile virus-infected cells, CPE inhibition; higher % means a stronger effect | hit rate 0.02% among 290,000 | one-dose CPE inhibition, % at 10 µM; IC50 in µM for titrated hits; in the data active means a potency from the dose series; inconclusive means CPE inhibition mostly from about 3.7% at the one dose, without a potency; inactive means the rest, 99 in 100 with CPE inhibition below about 2.2%; further: strong numbers were not always called active
T cell modulator vesicle-bound %: second read-out of T cell modulator, no call of its own (marks repeat the call); double positive events, %; measured here: CD8+ vesicle-bound cell fraction;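 binding gate set so that unloaded-vesicle control wells show 10% double positive cells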
NTR1 agonist cell count 20 µM: also measured in NTR1 agonist; calls as there; cell count; measured here: cell count, cytotoxicity flag
The depositor's hits bear a star; i = inactive; u = inconclusive; x = no result given; [ ] = remark or other dose.

SMILES	GPR55 beta-arrestin	PhoP inhibition	NTR1 agonist	NTR1 agonist cell count 20 µM	T cell modulator	T cell modulator vesicle-bound %	KOR beta-arrestin-1	GPR35 arrestin U2OS	GPR55 LPI antagonism	KOR beta-arrestin-2	West Nile antiviral
CC1=CC(C)(C)N2C(=O)C(=Nc3ccc(O)cc3)c3cccc1c32	-0.2%	-17%	2.7	62	i	52	-95%	-1%	8%	1.8%	1.2%
C=CCN1CC(=O)N2C(C)c3[nH]c4ccccc4c3C[C@H]2C1=O (stereo partly specified)	0.5%	9%	0.4	80	i	50	-45%	-4%	1%	6.0%	-0.2%
Cc1cc(S(=O)(=O)NCCc2ccccc2)ccc1-n1cnnn1	0.0%	16%	-1.1	56	i	33	-26%	20%	-6%	-1.3%	-0.9%
CCC(=O)Nc1nnc(S(=O)(=O)N2CCCC2)s1	-0.1%	x	1.9	36	i	28	-13%[20 µM]	2%	12%	-2.5%	-0.5%
Cc1ccsc1/C=N\Nc1cn[nH]c(=O)c1Cl	-0.4%	0%	-0.8	71	i	20	-51%	7%	5%	13%	0.9%
CC(C)(C)c1csc(NC(=O)C2COc3ccccc3O2)n1 (stereo unspecified)	0.4%	-7%	5.9	56	i	22	1%	0%	17%	5.8%	-0.7%
COc1ccccc1C(=O)NC(=O)OCCn1c(C)cnc1[N+](=O)[O-]	-0.5%	8%	0.9	63	i	56	4%	-8%	-12%	-1.4%	0.4%
CCCCCC[C@@H]([C@@H](C)O)n1cnc2c(N)ncnc21	x	-8%	1.9	69	i	29	x	x	x	x	-0.8%
COc1ccc(NC(=O)CCNS(=O)(=O)c2ccc(Cl)c([N+](=O)[O-])c2)cc1S(N)(=O)=O	-0.1%	2%	-1.5	64	i	46	-12%	-8%	-13%	-2.7%	-0.1%
O=C(CN1CCCC1)Nc1ccc(Br)cc1	-0.2%	10%	0.4	35	i	20	-32%	-6%	-12%	1.5%	1.9%
O=C1NCCCC2c3c(cc(Br)c(O)c3Br)OC12N1CCOCC1 (stereo unspecified)	-0.3%	-1%	2.2	81	i	43	-6%	-1%	-9%	-9.4%	-0.2%
CSc1nc(O)c(C(c2ccccc2)c2c(O)nc(SC)[nH]c2=O)c(=O)[nH]1	-0.1%	10%	-1.0	61	i	56	-5%	0%	0%	6.3%	0.2%
CCOc1ccc(NC(=O)CCc2nnc3ccc(N4CCC(C)CC4)nn23)cc1	1.0%	1%	1.8	54	i	7	8%	-8%	7%	-6.9%	0.0%
Cc1oc(-c2ccc(Cl)cc2)nc1CS(=O)CC(=O)NCCN1CCCCCC1 (stereo unspecified)	-0.1%	-1%	0.2	53	i	37	3%	26%	6%	-1.3%	-0.6%
COc1ccc(-n2c(Cc3cccn3C)nnc2SCC(=O)NCCc2ccccc2)cc1	-0.1%	-2%	1.6	58	i	7	-32%	-7%	7%	3.5%	-0.7%
CN(C)CCC(=O)c1ccc2c(c1)OCO2	0.1%	5%	-1.7	65	i	27	-14%	-3%	-1%	-11%	u
Cc1ccc(NC(=O)CCn2cc(C(F)(F)F)ccc2=O)cc1	1.0%	0%	1.0	42	i	45	7%	9%	2%	0.0%	-0.1%
COc1ccc(NC(=O)C2=C(C)NC(=S)NC2c2ccc(O)c(OC)c2)cc1 (stereo unspecified)	0.3%	2%	0.5	42	i	48	-19%	12%	-3%	-2.7%	1.0%
CNC(=S)N(CCc1c(C)[nH]c2ccccc12)Cc1cc(OC)c(OC)c(OC)c1	-0.3%	4%	-4.4	48	i	40	6%	3%	16%	-1.0%	x
Cc1cc(Br)c2nc3c(c(C(=O)O)c2c1)CCCCC3	-0.2%	-12%	x	x	i	26	-27%	0%	2%	-1.4%	0.4%
COC(=O)CSc1nnc(-c2ccc(S(=O)(=O)N3CCC(C)CC3)cc2)o1	-0.3%	3%	4.6	82	i	50	12%	12%	3%	9.3%	-0.9%
CC(C)CCN1CCN(C2CSCCSC2)CC1CCO (stereo unspecified)	0.3%	-2%	1.1	43	i	58	9%[20 µM]	0%	16%	-2.1%	-0.7%
CCc1nnc(NC(=O)CSc2nc3c(C)cccc3[nH]2)s1	-0.2%	3%	0.2	57	i	72	4%	4%	-11%	-0.8%	-0.2%
Cc1nnc(SCC(=O)Nc2nccs2)s1	-0.5%	10%	2.8	77	i	34	-24%	14%	-5%	-3.0%	1.7%
COc1ccccc1NS(=O)(=O)c1cccc(NC(=O)Nc2cccc(Cl)c2)c1	0.6%	-3%	31	73	i	37	-1%	2%	7%	16%	u
c1cnc(SCCOc2cccc3ccccc23)nc1	0.2%	-4%	0.8	95	i	19	4%	-5%	-7%	-6.2%	0.6%
CC(=O)N1CCN(CCN=CC2=C(O)CC(c3ccco3)CC2=O)CC1 (stereo unspecified)	0.0%	10%	0.2	88	i	28	-31%	-3%	-5%	-7.0%	0.5%
COC(=O)c1ccc(NC(=O)c2nc(S(=O)(=O)Cc3cccc(C)c3)ncc2Cl)cc1	-0.2%	-10%	-1.6	59	i	5	16%	10%	-16%	4.8%	0.3%
CCOC(=O)N1CCN(C(=O)CSCc2nc(-c3ccccc3F)oc2C)CC1	0.3%	3%	-0.6	69	i	8	6%	9%	8%	-6.8%	-1.4%
CC[N+]1(CC)CC2=Cc3ccccc3CC2C1 (stereo unspecified)	-0.1%	3%	0.9	30	i	40	-10%	2%	5%	1.2%	0.4%
Cc1sc2nc(CN3CCC(C)CC3)nc(Cl)c2c1C	0.8%	13%	3.0	82	i	37	26%	-3%	9%	-6.9%	-1.0%
Oc1c(CN2CCOCC2)ccc2ccccc12	0.2%	x	0.3	86	x	x	4%[20 µM]	14%	-5%	-0.4%	-0.1%
Cc1ccc(NC(=O)O/N=C2\CCCCC2c2ccc([N+](=O)[O-])cc2[N+](=O)[O-])cc1 (stereo unspecified)	0.0%	-10%	1.0	55	i	50	-21%	8%	6%	3.4%	x
Cc1cc(OCC(O)CNC(C)(C)C)ccc1Cl (stereo unspecified)	0.5%	-6%	-1.8	102	i	37	19%	6%	15%	-5.8%	-0.5%
Cc1ccc(C)c(-n2c(Cc3cc(=O)[nH]c(=O)[nH]3)nnc2SC(C)C)c1	0.3%	-1%	3.8	58	i	57	5%	3%	-9%	0.2%	-0.5%
COc1cc(C2C(C#N)=C(N)Oc3n[nH]c(C)c32)ccc1OC(=O)c1ccccc1 (stereo unspecified)	0.0%	-7%	10	48	i	14	0%	13%	9%	-1.8%	u
O=C(Nc1ccc(Cl)cc1)C1c2cccc[n+]2CC(=O)N1Cc1ccc2c(c1)OCO2 (stereo unspecified)	-0.2%	-6%	3.2	78	i	35	4%	-7%	7%	-2.9%	-0.8%
CCCC(=O)NC(=S)Nc1ccccc1F	-0.1%	12%	1.3	61	i	45	18%	4%	x	-1.4%	0.1%
COC(=O)c1c(-c2ccc(C)cc2)csc1NC(=S)NC(=O)c1cc(OC)cc(OC)c1	-0.1%	-7%	4.3	67	i	7	10%	-6%	5%	-5.4%	0.2%
O=C(NC1CCS(=O)(=O)C1)C1CCCCN1S(=O)(=O)c1ccc(Cl)cc1 (stereo unspecified)	-0.2%	-5%	0.6	48	i	17	7%	3%	-2%	8.3%	-0.4%
CN(Cc1ccccc1)S(=O)(=O)c1ccc2c(c1)OCCO2	0.0%	8%	-3.4	44	i	48	14%	6%	-3%	1.6%	0.2%
CCc1nnc(NC(=O)CSc2ccc(-c3cccs3)nn2)s1	-0.3%	-4%	-1.8	81	i	26	-3%	-6%	8%	-1.8%	0.9%
O=C1NN(c2ccccc2)C(=O)/C1=C\c1cccc(OC(=O)c2cccs2)c1	-0.2%	12%	21	59	i	58	-35%	18%	24%	-2.4%	0.1%
Cc1cccc(N(CC(=O)NCc2ccc3c(c2)OCO3)C(=O)CCC(=O)Nc2ccccn2)c1C	-0.2%	10%	x	x	x	x	-15%	4%	7%	-1.5%	0.0%
O=C(CSc1nnc(-c2cccs2)o1)N1CCCCC1	-0.1%	7%	-0.3	54	x	x	15%	3%	-13%	-0.1%	-0.7%
Cc1c(OCC(=O)Nc2cccnc2)ccc2c3c(c(=O)oc12)CCC3	0.0%	-8%	1.9	60	i	27	-15%	6%	2%	-0.5%	0.4%
CCCCC1CCC(C(=O)N2CCOCC2)CC1 (stereo unspecified)	-0.3%	-1%	0.2	116	i	45	-3%	4%	3%	3.1%	-0.4%
Cc1ccc(S(=O)(=O)C(C#N)c2nc3ccccc3nc2N2CCCCC2)cc1 (stereo unspecified)	-0.6%	x	x	x	x	x	-14%	10%	-3%	-0.4%	x
COc1ccc(CCNC(=O)c2cc(=O)[nH]c3ccc(Br)cc23)cc1OC	-0.2%	-14%	0.6	88	i	56	10%	-1%	3%	0.6%	0.4%
CC(C)(C)c1ccc(/C=N/N2C(=O)CSC2=S)cc1	-0.1%	-4%	2.0	36	i	17	-5%	19%	-2%	2.7%	0.1%
COc1ccc(N2C(=O)C3CCCN3C2=O)cc1 (stereo unspecified)	-0.1%	10%	0.0	97	i	9	13%	-8%	-3%	2.1%	-0.7%
CSCC[C@H](NC(=O)[C@H](Cc1ccccc1)n1c(=O)[nH]c2ccccc2c1=O)C(=O)N1CCC[C@H]1C(=O)O	0.5%	-6%	-1.1	80	i	40	-26%[20 µM]	9%	11%	-4.3%	0.6%
CCCCOC(=O)Nc1sc2nc(C)cc(C)c2c1-n1cccc1	0.3%	-3%	0.3	61	i	52	0%	18%	22%	-0.1%	-0.4%
CC(C)Cc1nnc(NC(=O)c2cc3c(s2)CCC3)s1	-0.2%	-14%	0.9	61	i	60	-2%	6%	2%	0.5%	0.1%
Cc1cccc(-c2nc(CSCC(=O)NCCCN3CCOCC3)c(C)o2)c1	0.0%	-1%	-0.7	93	i	39	-14%	7%	1%	0.9%	-1.1%
O=C(O)/C=C/C(=O)Nc1ccc(C2(c3ccc(NC(=O)/C=C/C(=O)O)cc3)c3ccccc3-c3ccccc32)cc1	0.1%	-4%	0.7	47	i	60	-35%[20 µM]	-3%	13%	x	0.2%

The order is random. About 0.62% of those tested had a hit in this group.
